From PubChem BioAssay
A340 absorber: absorbance at 340 nm; 65,000 tested, under 10 active; compound absorbance at 340 nm, fold over control; AID 708; fold change at 10 µM;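 active means at 10 µM dose, initial 340 nm absorbance at least 2 fold that of control wells; inactive means change under 2 fold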;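 further: initial absorbance extrapolated from kinetic A340 decline of NADH oxidation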
MMP13 inh: MMP13 (human) collagenase inhibition; P45452; MMP-13 fTHP FRET cleavage, Mca fluorescence; inhibition, % at 4 µM; 65,000 tested, 0.07% active; AID 570;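 active means inhibition above the mean of compound-free control plate wells plus 3 SD, cut at about 14% in these data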;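 further: 0% = DMSO wells and 100% = wells with reference MMP-13 inhibitor after basal subtraction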
HTR1E antagonist: 5-HT1E (human) receptor antagonism. P28566. CHO 5-HT1E Ga15 NFAT-bla reporter, FRET, antagonist. inhibition, % at 6 µM. 65,000 tested, 0.99% active;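 active means inhibition above a set limit, the mean inhibition across every tested compound plus 3 SD, cut at about 29% in these data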;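 further: signal is the 460 over 535 nm emission ratio of beta-lactamase substrate; 0% = agonist plus DMSO wells and 100% = wells without agonist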
5HT1a antag: blocks the human serotonin 5-HT1a receptor | P08908 | CHO 5-HT1a Ga15 NFAT-bla reporter, antagonist mode | inhibition, % at 10 µM | 62,000 tested, 0.68% active | AID 612;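 active means inhibition above the mean of all tested compounds plus 3 SD, cut at about 43% in these data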;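 further: receptor stimulated by 5-CT agonist at 100 nM near EC80; beta-lactamase reporter measured by ratiometric fluorescence of a cleavable substrate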
Fluor 339 460: intrinsic fluorescence of library compounds, ex339/em460 – biochemical, MLSMR library, data from DPM-DC assay, artefact control, profiling panel | compound autofluorescence, ex339/em460 nm, NADH buffer; active compounds read high; 1 = no-compound wells, NADH background | fluorescence fold increase at 10 µM | 65,000 tested, 5.5% active;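 active means at 10 µM, mean starting fluorescence two-fold or more over control wells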;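 further: signal is the first read of a kinetic run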
HER2 expr 66K: inhibitors of human Her2 kinase expression; HER2 level % of control, % at 10 µM; AID 645; P04626; SKBR-3 HER2 protein level, AlphaScreen, 18-24 h; active compounds read low; 65,000 tested, 0.69% active;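 active means HER2 level under 5% of the carrier-only control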;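 further: 100% = DMSO carrier and 0% = 500 nM PU-H71 HSP90 inhibitor; lower value means stronger loss of Her2 protein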
Target sequence (P04626 whole entry, looked up): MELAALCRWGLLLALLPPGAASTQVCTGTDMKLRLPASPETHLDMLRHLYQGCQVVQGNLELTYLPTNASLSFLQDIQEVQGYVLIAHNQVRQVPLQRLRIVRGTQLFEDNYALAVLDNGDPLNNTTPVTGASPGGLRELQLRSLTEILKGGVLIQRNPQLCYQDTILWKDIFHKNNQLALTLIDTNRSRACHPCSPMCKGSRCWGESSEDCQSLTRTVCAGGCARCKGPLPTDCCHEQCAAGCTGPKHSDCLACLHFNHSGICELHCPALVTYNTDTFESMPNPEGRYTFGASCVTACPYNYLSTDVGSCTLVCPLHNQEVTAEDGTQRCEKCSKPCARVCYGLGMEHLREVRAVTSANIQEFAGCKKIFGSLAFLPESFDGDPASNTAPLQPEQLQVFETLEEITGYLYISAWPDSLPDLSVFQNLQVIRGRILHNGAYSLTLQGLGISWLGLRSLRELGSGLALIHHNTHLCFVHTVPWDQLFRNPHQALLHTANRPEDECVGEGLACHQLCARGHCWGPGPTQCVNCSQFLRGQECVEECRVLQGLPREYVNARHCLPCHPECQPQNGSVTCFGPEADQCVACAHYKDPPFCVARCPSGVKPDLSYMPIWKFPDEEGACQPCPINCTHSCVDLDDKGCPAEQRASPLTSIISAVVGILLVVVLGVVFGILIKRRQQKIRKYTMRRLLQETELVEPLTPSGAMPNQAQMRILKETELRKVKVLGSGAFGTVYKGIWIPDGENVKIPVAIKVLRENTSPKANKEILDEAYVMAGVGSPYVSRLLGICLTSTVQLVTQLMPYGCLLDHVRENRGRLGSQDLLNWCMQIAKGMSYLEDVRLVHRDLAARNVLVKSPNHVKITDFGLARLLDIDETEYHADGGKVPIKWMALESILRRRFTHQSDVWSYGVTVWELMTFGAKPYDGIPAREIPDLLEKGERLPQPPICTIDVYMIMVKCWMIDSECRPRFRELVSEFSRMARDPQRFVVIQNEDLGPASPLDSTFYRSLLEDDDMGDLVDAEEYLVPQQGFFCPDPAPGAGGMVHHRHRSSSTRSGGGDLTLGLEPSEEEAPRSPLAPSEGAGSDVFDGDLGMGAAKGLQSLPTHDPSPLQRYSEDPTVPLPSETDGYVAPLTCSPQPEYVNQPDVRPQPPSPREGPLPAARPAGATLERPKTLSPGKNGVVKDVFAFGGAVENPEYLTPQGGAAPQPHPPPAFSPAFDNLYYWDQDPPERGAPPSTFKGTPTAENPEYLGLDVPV
S1P1 ag-PAM: agonists and agonism potentiators of human S1P1 receptor | P21453 | S1P1 CRE-bla cells, forskolin, beta-lactamase FRET, potentiator mode; S1P1 agonist co-added at EC20, 2 nM; 100% = saturating reference agonist, 0% = basal | activation, % at 9.5 µM | 56,000 tested, 0.57% active | AID 449;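 active means activation above a cutoff set at the mean activation of all tested compounds plus 3 SD, cut at about 54% in these data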;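 further: forskolin at 4 µM as EC80 and the EC20 agonist is SEW2871; 100% = SEW2871 at its EC100 plus forskolin at EC80; some compounds past the cut are filed as inactive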
HTR1E agonist: 5-HT1E (human) receptor agonism; P28566; activation, % at 6 µM; CHO 5-HT1E Ga15 NFAT-bla reporter, FRET; 0% DMSO wells, 100% control agonist wells; 65,000 tested, 0.69% active;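 active means activation above a set limit, the screen-wide mean activation plus 3 SD, cut at about 8.5% in these data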;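 further: 100% = positive control agonist at 1 µM giving full maximal response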
S1P3 agonist: agonists of human S1P3 receptor; activation, % at 4.5 µM; 60,000 tested, 0.1% active; S1P3 NFAT-BLA reporter cells, agonism, FRET ratio; relative to 1 µM S1P, basal subtracted; AID 373;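 active means activation above the screen-wide mean plus 3 SD, cut at about 4.5% in these data, passing the limit was not always enough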; further: some compounds called inactive have numbers as strong as hits
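Measure – % activation relative to 1 µM S1P (100%), per plate · System – stable CHO line with human S1P3, Gα16, NFAT-BLA reporter · Timing – cells plated overnight, compound 4 h 37 °C, substrate 2 h RT · Technique – fluorescent BLA substrate, ex 405 nm, em 460/535 nm ratio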
The depositor's hits bear a star; nt = not tested or not shown.

entry | MMP13 inh | HTR1E antagonist | S1P3 agonist | HTR1E agonist | Molecule | S1P1 ag-PAM | 5HT1a antag | A340 absorber | Fluor 339 460 | HER2 expr 66K
1 | 2 | 4 | 1.1 | 1.9 | COc1ccccc1NC(=O)COc1ccc(C(=O)OCC(=O)N2CCCC2=O)cc1OC | 8 | -8 | 1 | 1.1 | 105
2 | -3 | 2 | 0.0 | -0.4 | CCc1c(C)nc2ncnn2c1N1CCC(C(=O)N2CCN(c3ccccc3)CC2)CC1 | 16 | -14 | 0.99 | 1.1 | 94
3 | 4 | 1 | -0.1 | 1.1 | CCc1nnc(NC(=O)c2ccc(S(=O)(=O)N(CC(C)C)CC(C)C)cc2)o1 | 18 | 10 | 0.97 | 0.99 | 84
4 | -5 | -11 | -0.4 | 0.5 | COc1ccccc1N1CCN(S(=O)(=O)c2cn(C)c(=O)n(C)c2=O)CC1 | 11 | -5 | 1 | 1.1 | 89
5 | -29 | 13 | -0.7 | 0.5 | CCCc1nc2oc3c(NCc4ccccn4)ncnc3c2c2c1COC(C)(C)C2 | -13 | 9 | 1 | 2.7* | 75
6 | -7 | -1 | -0.3 | 0.1 | CC(=O)Nc1ccc(S(=O)(=O)N2CCC(c3nc4ccccc4[nH]3)CC2)cc1 | 6 | 4 | 0.98 | 1 | 105
7 | 2 | -4 | -0.5 | 0.7 | N#Cc1cc2cc3c(cc2nc1SCC(=O)OC1CCCCC1)OCO3 | -16 | 4 | 1 | 1.5 | 90
8 | 4 | 13 | -0.7 | 0.4 | O=c1cc(CSc2nnnn2-c2ccccc2)nc2scc(-c3ccccc3)n12 | 6 | -1 | 1 | 1 | 62
9 | 2 | -4 | -0.6 | -1.7 | COc1cc(C2C(C#N)=C(C)NC3=C2C(=O)CC(C)(C)C3)ccc1O (configuration not stated) | 0 | 4 | 1 | 1.1 | 87
10 | -12 | -5 | -0.1 | 0.1 | O=C(O)CCc1ccc(-c2ccc(Br)cc2)n1CC(=O)O | -18 | -21 | 1 | 1.1 | 6

(list continues)
entry | MMP13 inh | HTR1E antagonist | S1P3 agonist | HTR1E agonist | Molecule | S1P1 ag-PAM | 5HT1a antag | A340 absorber | Fluor 339 460 | HER2 expr 66K
11 | -7 | -2 | nt | 0.8 | CN1CCN(c2nc(-c3cccs3)cc(C(F)(F)F)n2)CC1 | nt | -7 | 1.1 | 1.2 | 75
12 | 2 | 6 | nt | 0.3 | CCCC(CCC)C(=O)Nc1ccncc1 | nt | 1 | 1 | 1.1 | 142
13 | 1 | -5 | -2.4 | 0.3 | COC(=O)c1[nH]c2cccc(C)c2c1NC(=O)CN1CCN(c2ccccc2OC)CC1 | 10 | 10 | 1 | 1.4 | 120
14 | -12 | 0 | -1.4 | -0.8 | CC(=O)N=c1sc(S(N)(=O)=O)nn1C | -2 | nt | 0.98 | 1 | 80
15 | 3 | 0 | -0.4 | 0.6 | O=C(OCCN1C(=O)c2ccccc2C1=O)c1cc(=O)[nH]c2ccccc12 | -3 | 1 | 1.1 | 1.5 | 99
16 | 3 | 9 | nt | 0.4 | CCS(=O)(=O)n1nc(C(=O)N2CCOCC2)nc1N | nt | -7 | 1 | 0.77 | 112
17 | -4 | -6 | -0.6 | 0.1 | CCS(=O)(=O)N1CCN(Cc2ccncc2)CC1 | -29 | -2 | 1 | 1.1 | 115
18 | -3 | -3 | -0.3 | -0.7 | CC(=O)c1c(N=CN(C)C)nc(C)nc1-c1ccccc1 | -30 | -10 | 1 | 1.1 | 99
19 | 0 | -3 | -0.6 | -0.2 | O=C(OCC1CC(c2ccccn2)=NO1)c1ccc(Br)cc1 (configuration not stated) | 6 | 4 | 1 | 1.1 | 109
20 | -4 | 10 | -0.3 | 0.4 | CCn1c(=O)n(CC(=O)Nc2cc(OC)ccc2OC)c(=O)c2ccccc21 | -14 | 4 | 0.98 | 1 | 87

An excerpt of these results, with two lines to a compound.
Every second line gives: MMP13 inh	HTR1E antagonist	S1P3 agonist	HTR1E agonist	S1P1 ag-PAM	5HT1a antag	A340 absorber	Fluor 339 460	HER2 expr 66K
#8 O=c1cc(CSc2nnnn2-c2ccccc2)nc2scc(-c3ccccc3)n12
→ 4	13	-0.7	0.4	6	-1	1	1	62
#9 COc1cc(C2C(C#N)=C(C)NC3=C2C(=O)CC(C)(C)C3)ccc1O (configuration not stated)
→ 2	-4	-0.6	-1.7	0	4	1	1.1	87
#10 O=C(O)CCc1ccc(-c2ccc(Br)cc2)n1CC(=O)O
→ -12	-5	-0.1	0.1	-18	-21	1	1.1	6
#11 CN1CCN(c2nc(-c3cccs3)cc(C(F)(F)F)n2)CC1
→ -7	-2	nt	0.8	nt	-7	1.1	1.2	75
#12 CCCC(CCC)C(=O)Nc1ccncc1
→ 2	6	nt	0.3	nt	1	1	1.1	142
#13 COC(=O)c1[nH]c2cccc(C)c2c1NC(=O)CN1CCN(c2ccccc2OC)CC1
→ 1	-5	-2.4	0.3	10	10	1	1.4	120
#14 CC(=O)N=c1sc(S(N)(=O)=O)nn1C
→ -12	0	-1.4	-0.8	-2	nt	0.98	1	80
#15 O=C(OCCN1C(=O)c2ccccc2C1=O)c1cc(=O)[nH]c2ccccc12
→ 3	0	-0.4	0.6	-3	1	1.1	1.5	99
#16 CCS(=O)(=O)n1nc(C(=O)N2CCOCC2)nc1N
→ 3	9	nt	0.4	nt	-7	1	0.77	112
#17 CCS(=O)(=O)N1CCN(Cc2ccncc2)CC1
→ -4	-6	-0.6	0.1	-29	-2	1	1.1	115
#18 CC(=O)c1c(N=CN(C)C)nc(C)nc1-c1ccccc1
→ -3	-3	-0.3	-0.7	-30	-10	1	1.1	99
#19 O=C(OCC1CC(c2ccccn2)=NO1)c1ccc(Br)cc1 (configuration not stated)
→ 0	-3	-0.6	-0.2	6	4	1	1.1	109
#20 CCn1c(=O)n(CC(=O)Nc2cc(OC)ccc2OC)c(=O)c2ccccc21
→ -4	10	-0.3	0.4	-14	4	0.98	1	87

Additional compounds follow.
entry | MMP13 inh | HTR1E antagonist | S1P3 agonist | HTR1E agonist | Molecule | S1P1 ag-PAM | 5HT1a antag | A340 absorber | Fluor 339 460 | HER2 expr 66K
21 | 7 | -1 | nt | 1.1 | CCN(c1ccccc1)S(=O)(=O)c1ccc(OCc2c(C)noc2C)cc1 | nt | -9 | 1.1 | 1.1 | 73
22 | -4 | 5 | -0.1 | -0.6 | COc1ccccc1CC(=O)N(CCC#N)CCC#N | -6 | 12 | 1 | 1.1 | 82
23 | 3 | -10 | -0.8 | 1.1 | Cc1cc(OCC(O)CN2CCN(CCO)CC2)ccc1C(C)C (configuration not stated) | -5 | 2 | 0.98 | 1 | 91
24 | 1 | 1 | nt | 0.8 | N#Cc1c2c(c(N3CCN(c4ccccn4)CC3)n3c1nc1ccccc13)CCC2 | nt | 4 | 1 | 1.2 | 105
25 | -1 | 1 | 0.2 | 0.4 | Cc1ccc(S(=O)(=O)NCCn2c(C)cc3ccccc32)cc1 | -38 | 2 | 0.99 | 1.2 | 88
26 | -3 | 12 | -1.1 | -0.5 | COc1ccc(-c2noc(CCC(=O)Nc3cccnc3)n2)cc1OC | 14 | 0 | 1 | 1.1 | 106
27 | 0 | 6 | -0.1 | -0.4 | CC(C)=CC(=O)Nc1ccccc1Br | -10 | 11 | 1.1 | 1.1 | 104
28 | -6 | 5 | -1.7 | 0.2 | CCCOC(=O)c1ccc(-c2c(C)noc2-c2ccc(OC)cc2O)o1 | 20 | 3 | 0.99 | 1.2 | 90
29 | 6 | -9 | -0.9 | 0.3 | O=C(NCCc1csc(-c2ccccc2)n1)c1cccs1 | 12 | 6 | 1 | 1.2 | 104
30 | -4 | -2 | -1.3 | 0.3 | O=C(NCCCN1CCOCC1)c1coc2ccccc2c1=O | 13 | -5 | 1 | 1.1 | 130
31 | -5 | 0 | 0.6 | -0.6 | O=C(CCCSc1nc2sc3c(c2c(=O)[nH]1)CCC3)NCCO | 8 | -1 | 1 | 1.1 | 92
32 | 0 | 9 | -1.2 | 0.5 | CCOc1ccc(C2CC(c3ccc(F)cc3)n3ncnc3N2)cc1 (configuration not stated) | 14 | 11 | 1 | 1.1 | 98

Record cards (already shown). Order of screens: MMP13 inh	HTR1E antagonist	S1P3 agonist	HTR1E agonist	S1P1 ag-PAM	5HT1a antag	A340 absorber	Fluor 339 460	HER2 expr 66K
CCN(c1ccccc1)S(=O)(=O)c1ccc(OCc2c(C)noc2C)cc1 as listed: 7	-1	nt	1.1	nt	-9	1.1	1.1	73
CN1CCN(c2nc(-c3cccs3)cc(C(F)(F)F)n2)CC1 as listed: -7	-2	nt	0.8	nt	-7	1.1	1.2	75
